# Bioassay records deposited in PubChem BioAssay by The Scripps Research Institute Molecular Screening Center.
# LYPLA2 inh: counter-screen for PME1 inhibitors: inhibitors of human LYPLA2. recombinant LYPLA2, FP-Rh probe fluorescence polarization. 0.38% of 320,000 active. O95372. inhibition, % at 5.9 µM;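 active means inhibition above the screen-wide mean plus 3 SD, limit set per campaign, cut at about 26% in these data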;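 further: 0% = LYPLA2 with DMSO and 100% = wells lacking LYPLA2 enzyme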
# PAFAH1B3 inh: inhibitors of human PAFAH1B3 | Q15102 | recombinant PAFAH1B3, FP-rhodamine probe, fluorescence polarization | inhibition, % at 3.39 µM | 0.28% of 340,000 active;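 active means inhibition above the screen-wide average of all tested compounds plus 3 SD, cut at about 25% in these data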;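 further: 0% = enzyme with DMSO only and 100% = wells lacking PAFAH1B3 protein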
# LYPLA1 counter: counter-screen for PME1 inhibitors: inhibitors of human LYPLA1. O75608. recombinant LYPLA1, FP-Rh probe fluorescence polarization. inhibition, % at 5.9 µM. 0.16% of 320,000 active. AID 2174;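 active means inhibition above the mean of all tested compounds plus 3 SD, set per campaign, cut at about 14% in these data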;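 further: inhibitors block serine hydrolase probe labeling of LYPLA1 so polarization falls; 0% = enzyme with DMSO and 100% = wells lacking LYPLA1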
# EBNA-1 inhibitor: blocks EBNA-1 binding to DNA; EBNA-1 DNA binding, fluorescence polarization; AID 1950; 0.34% of 300,000 active; inhibition, % at 14.8 µM; in the data active means inhibition above about 28%
# ZTA DNA inh: counter-screen for EBNA-1 inhibitors: inhibitors of Epstein-Barr virus ZTA | ZTA-DNA binding, fluorescence polarization | inhibition, % at 11 µM | 0.15% of 320,000 active; in the data active means inhibition above about 33%
# pPAFAH FP inh: pPAFAH (human) enzyme inhibition; AID 463082; inhibition, % at 3.39 µM; 1.5% of 330,000 active; recombinant pPAFAH, FP-rhodamine probe fluorescence polarization;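 active means inhibition above the mean inhibition across the screen plus 3 SD, cut at about 25% in these data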;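 further: inhibitors block binding of the rhodamine activity-based probe so polarization drops; 0% = enzyme with DMSO and 100% = wells lacking pPAFAH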
# PAFAH1B2 inh: blocks human PAF acetylhydrolase 1b catalytic subunit 2; 1.2% of 340,000 active; inhibition, % at 3.39 µM; AID 492953; recombinant PAFAH1B2, FP-rhodamine activity probe, fluorescence polarization; P68402;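 active means inhibition above the mean of all tested compounds plus 3 SD, cut at about 24% in these data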;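 further: 0% = enzyme with DMSO and 100% = wells lacking PAFAH1B2; many of its hits are not listed in these tables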
# Target sequence (P68402 whole entry, looked up): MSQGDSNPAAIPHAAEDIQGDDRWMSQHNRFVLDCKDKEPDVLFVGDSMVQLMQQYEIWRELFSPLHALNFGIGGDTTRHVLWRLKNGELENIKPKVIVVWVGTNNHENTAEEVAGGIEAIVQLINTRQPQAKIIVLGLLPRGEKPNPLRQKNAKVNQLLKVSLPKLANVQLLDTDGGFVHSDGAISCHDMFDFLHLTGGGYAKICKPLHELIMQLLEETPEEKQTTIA
# PAFAH2 FP inh: PAFAH2 (human) inhibition; inhibition, % at 3.39 µM; AID 492956; Q99487; 0.99% of 340,000 active; recombinant PAFAH2, FP-rhodamine activity probe, fluorescence polarization;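 active means inhibition above the mean over all tested compounds plus 3 SD, cut at about 30% in these data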;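 further: inhibitors block probe labeling of enzyme so polarization drops; 0% = enzyme with DMSO and 100% = wells lacking PAFAH2 protein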
# PREPL inhibitor: inhibitors of human prolyl oligopeptidase-like enzyme PREPL; inhibition, % at 5.96 µM; recombinant PREPL, fluorescence polarization activity-based probe; Q4J6C6; 0.68% of 320,000 active; in the data active means inhibition above about 43%;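 further: 0% = enzyme with DMSO and 100% = wells lacking enzyme; many of its hits are not listed in these tables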
# Target sequence (Q4J6C6 whole entry, looked up): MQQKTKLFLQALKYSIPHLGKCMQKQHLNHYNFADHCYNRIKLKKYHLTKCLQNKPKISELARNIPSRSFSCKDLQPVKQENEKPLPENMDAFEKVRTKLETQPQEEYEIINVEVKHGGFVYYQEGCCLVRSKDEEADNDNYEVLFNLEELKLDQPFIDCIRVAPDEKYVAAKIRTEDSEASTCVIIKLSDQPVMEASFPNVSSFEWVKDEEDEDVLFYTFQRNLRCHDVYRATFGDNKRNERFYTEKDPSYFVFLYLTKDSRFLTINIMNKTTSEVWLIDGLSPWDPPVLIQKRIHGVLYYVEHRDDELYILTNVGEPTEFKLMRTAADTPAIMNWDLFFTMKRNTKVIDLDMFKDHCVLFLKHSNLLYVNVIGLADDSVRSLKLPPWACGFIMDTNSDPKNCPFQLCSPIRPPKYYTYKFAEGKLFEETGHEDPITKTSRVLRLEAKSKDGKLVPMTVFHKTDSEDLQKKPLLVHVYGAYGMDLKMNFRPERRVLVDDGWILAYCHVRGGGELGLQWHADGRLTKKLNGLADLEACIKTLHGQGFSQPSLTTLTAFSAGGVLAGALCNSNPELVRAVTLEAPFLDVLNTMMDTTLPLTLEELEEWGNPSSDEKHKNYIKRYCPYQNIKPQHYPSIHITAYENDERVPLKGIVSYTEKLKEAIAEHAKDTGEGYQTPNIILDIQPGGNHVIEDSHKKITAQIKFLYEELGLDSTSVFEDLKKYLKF
# Numbers without * were called inactive; x = not tested or not shown; & = joins results of further samples; ! = not active in a repeat. Some of the compounds tested; rates above refer to the full screens.
SMILES,LYPLA2 inh,PAFAH1B3 inh,LYPLA1 counter,EBNA-1 inhibitor,ZTA DNA inh,pPAFAH FP inh,PAFAH1B2 inh,PAFAH2 FP inh,PREPL inhibitor
CCCS(=O)(=O)N1CCCC(C(=O)NCc2cccnc2)C1 (stereo not given),13.4,3.0,4.8,-4.2,-21.9,4.9,-1.8,1.2,13.9
COc1ccc(-n2ncc3c(SCC(=O)N4CCN(c5ccccc5OC)CC4)ncnc32)cc1,-3.4,-3.1,-3.3,11.8,3.3,6.9,-4.7,3.5,4.8
O=C(c1ccc(Oc2ccc([N+](=O)[O-])cc2Cl)cc1)N1CCCC1,7.5,-3.2,1.6,6.2,-1.2,14.0,2.1,40.4*,7.7
CCN1CCN(Cc2ccc(NC(=O)c3ccc(C)c(NC(=O)C(=O)c4c[nH]c5ccccc45)c3)cc2C(F)(F)F)CC1,-75.5&-70.7,-8.9&-17.1,-43.9&-41.0,12.0&11.3,39.6*!,-31.8&-23.3,-9.8&-8.0,-48.7&-69.9,-2.5&-26.3
O=C(NCCC(=O)N1CCCCCCC1)c1ccc(Cl)cc1,-0.1,1.8,-1.8,5.9,-5.9,1.6,-0.7,0.0,22.2
Cc1ccc(C)c(Nc2c([N+](=O)[O-])c(=O)oc3ccccc23)c1,1.7,1.6,3.4,-1.5,0.1,4.8,1.8,-4.8,-2.7
COc1ccc(C(=O)c2ccc(OC)c(Br)c2)cc1Br,11.1,4.8,0.1,5.0,6.8,1.0,1.8,-4.0,18.0
CN1CCN(S(=O)(=O)c2cccc(C(=O)NCCC3=CCCCC3)c2)CC1,-2.0,4.5,3.4,3.8,15.6,2.8,10.9,4.8,2.6
COc1ccc(NC(=O)c2cc(=O)c3ccccc3o2)cn1,-0.1,-8.2,0.2,-4.2,-4.7,1.5,-6.7,2.9,1.3
CN1CCc2c(sc3c2C(=O)NC(c2ccc(-c4ccc(Cl)cc4)o2)N3)C1 (stereo not given),-3.1,x,-3.9,0.5,10.8,16.9,x,x,27.5
CC(=O)Nc1ccc(NC(=O)CN(C)S(=O)(=O)c2ccc3nc(C)sc3c2)cc1,5.6,6.7,3.4,-4.4,6.7,0.4,2.9,2.9,6.3
Cc1ccc(C)c(NC(=O)COC(=O)Cc2ccsc2)c1,3.0,-9.0,-1.1,7.7,7.7,24.9*,6.9,4.8,-1.2
Clc1ccc(CN2CCC(c3ccccc3)CC2)cc1,-2.1,5.5,4.0,-3.5,0.6,4.4,4.6,-5.9,-3.2
CC(C)N1CCC2(CC1)N=C(c1ccc3c(c1)OCO3)CC(c1cc(Cl)ccc1O)N2 (stereo not given),-43.7,-5.5,-24.8,-27.3,8.8,-8.9,2.3,2.8,-4.7
Cc1ccc(NC(=O)Cc2nnc(SCC(=O)c3ccc(Br)cc3)n2C)cc1,-2.5,4.5,-4.0,-10.6,3.4,-6.0,2.8,-5.0,-5.9
CCOC(=O)/C(C#N)=C/C=C1\C=Cc2ccccc2N1CC,1.4,13.5,3.0,3.3,0.2,11.3,12.3,22.0,32.5
COc1cc(/C=C/C(=O)c2ccccc2O)cc(OC)c1OC,2.8,9.1,0.7,8.1,-17.6,7.8,2.8,2.2,4.5
CCOC(=O)Cc1csc(NC(=S)NC(=O)c2ccccc2C)n1,-1.6,4.5,-2.0,-7.2,-11.1,-3.4,2.6,7.2,4.9
Cc1c(Cl)cccc1NC(=O)C1CCN(S(C)(=O)=O)CC1,8.2,9.3,7.5,8.4,19.0,1.2,4.6,-1.4,3.3
NC(=O)C1CCN(C(=O)CC(c2ccccc2)c2ccccc2)CC1,-0.8,2.9,1.0,-12.2,-9.4,-2.2,3.5,-1.2,5.1
COC(=O)c1nc(N)sc1-c1ccc(Cl)cc1,8.4,3.5,3.2,6.6,2.1,1.3,5.9,-0.9,-8.3
NNC(=O)c1ccccc1-n1cccc1,5.1,4.7,1.8,-9.6,-12.2,2.5,3.0,0.8,-11.3
O=C(CCC(=O)c1ccc(Cl)cc1)OCC(=O)c1ccccc1,7.0,12.8,3.6,-2.8,-6.2,16.1,-0.3,7.5,-15.1
COc1ccc(S(=O)(=O)NN(C)C)cc1N(C)S(=O)(=O)c1ccc(Cl)cc1,-1.0,1.3,-0.3,1.4,17.8,7.2,18.2,6.8,4.0
CN(CC(=O)NCCC1=CCCCC1)S(=O)(=O)c1ccc2c(c1)CCC(=O)N2,2.4,0.4,1.4,7.1,-8.7,0.1,4.0,4.8,7.8
# New compounds follow
SMILES,LYPLA2 inh,PAFAH1B3 inh,LYPLA1 counter,EBNA-1 inhibitor,ZTA DNA inh,pPAFAH FP inh,PAFAH1B2 inh,PAFAH2 FP inh,PREPL inhibitor
CC12CCC(C(=O)Nc3nc4ccccc4s3)(OC1=O)C2(C)C (stereo not given),-2.6,3.0,-2.8,-5.9,-7.9,0.0,2.5,-3.5,3.6
CCNc1c(C(=O)O)ccc2c1C(=O)c1ccccc1C2=O,2.0,5.9,1.4,6.6,10.8,7.8,7.9,-7.9,-0.7
CC12CC(NC(=O)N1CCc1ccccc1)c1ccccc1O2 (stereo not given),7.1,-1.2,1.2,9.1,-17.1,2.0,-0.1,-5.3,1.8
O=C(c1cc2ccccc2cc1O)N1CCCC(C(F)(F)F)C1 (stereo not given),-0.1,-4.3,3.4,-6.8,0.2,-0.9,6.7,-0.8,11.4
CCn1c(SCC(=O)OC)nc2sc3c(c2c1=O)CC(C)(C)OC3,6.9,2.9,-1.7,-0.3,-8.9,1.8,4.9,-5.2,-2.3
C=CCNC(=S)NC1CC(C)(C)NC(C)(C)C1,12.3,13.7,3.1,2.5,-13.1,2.1,2.1,-6.4,8.6
COc1ccc(C(C)C)cc1S(=O)(=O)NC1CCCC1,0.7,-0.5,-1.2,-6.8,-5.9,-1.0,5.4,-3.7,8.3
CC(C)CSc1oc(-c2ccco2)nc1S(=O)(=O)c1ccccc1,-2.2,11.1,-3.8,6.7,6.9,17.0,8.7,8.2,11.9
O=C(CN1C(=O)c2cccnc2Oc2ccc(Cl)cc21)N1CCCCCC1,4.6,2.6,1.4,3.8,-8.8,0.6,7.0,-0.9,5.3
Cc1ccc(S(=O)(=O)N2CCC(=O)N(C(COCc3cccc(Cl)c3)Cc3ccccc3)CC2)cc1 (stereo not given),2.8,1.2,-5.1,22.4,18.2,11.6,17.0,-6.6,14.4
CCN(CC(=O)Nc1c(F)cccc1F)C(=O)C1CCN(S(=O)(=O)c2ccc(C)cc2C)CC1,4.0,1.1,2.9,-2.1,-17.7,-0.2,0.1,2.6,1.2
CCCC(NC(=O)c1ccccc1)c1nc2ccccc2n1Cc1ccc(C(=O)OC)o1 (stereo not given),3.0,2.9,1.4,11.0,1.8,2.9,3.6,16.9,23.6
O=C(Nc1cccc(Cl)c1N1CCCC1)c1ccco1,-6.0,-1.8,-4.5,-7.4,-3.1,7.2,3.0,5.2,7.7
CCCCC#Cc1cncc(C(=O)N/N=C/c2cccc(OC)c2)c1,-8.7,0.5,-8.3,-6.9,15.1,-0.1,6.6,-8.4,-4.0
COc1cccc(CN2CCN(C(=O)c3ccc(-c4ccccc4)cc3)CC2)c1,0.6,-0.7,-5.8,1.1,1.2,-0.1,5.3,1.8,2.0
COc1ccc(S(=O)(=O)N2CCC3(CC2)OCCN3S(=O)(=O)c2cccs2)cc1,-2.8,-2.3,1.8,4.6,7.9,0.2,5.6,4.4,-2.2
O=C(O)Cn1c(-c2ccccn2)nc2ccccc21,2.1,7.2,1.4,-1.6,8.4,2.1,-1.1,-0.2,-0.1
COc1cc(/C(C)=N/NC(=O)CSc2nnc(C)s2)ccc1O,-1.3,4.2,-2.0,-7.8,14.2,3.0,-0.6,3.3,-3.3
Cc1ccc(C(=O)/C=C2\NCCNC2=O)cc1,5.7,5.8,0.8,9.7,-4.3,3.0,4.5,0.3,1.2
Cc1ccccc1C(=O)NNC(=S)NC(=O)c1cccs1,2.4,12.3,-3.7,1.7,13.5,1.8,6.2,-3.6,-6.8
CCOc1ccc2[nH]c(=O)c(C(c3nnnn3C3CCCCC3)N3CCN(CC)CC3)cc2c1 (stereo not given),-1.7,5.6,0.5,7.3,-1.7,7.0,3.2,0.1,-17.5
CC(C)(c1ccccc1)c1ccc(OCC(O)CN2CCCC2)cc1 (stereo not given),3.9,14.7,3.1,-3.9,1.0,14.5,12.5,0.6,-34.2
O=C(CN(c1ccc(F)cc1)S(=O)(=O)c1ccc2c(c1)OCCO2)NCc1ccccn1,-5.0,8.9,-3.5,-5.5,9.1,-3.4,0.8,-11.5,2.0
CCOC(=O)CCc1c(C)c2ccc(OCc3nn[nH]n3)cc2oc1=O,-2.6,6.9,0.1,-30.1,-1.3,-5.5,6.9,-1.4,-0.3
Cc1cc(C)cc(C(=O)N2CCCCCC2)c1,-4.1,2.9,-1.0,-7.4,-5.4,0.3,-0.1,3.7,-11.5
# Additional results
SMILES,LYPLA2 inh,PAFAH1B3 inh,LYPLA1 counter,EBNA-1 inhibitor,ZTA DNA inh,pPAFAH FP inh,PAFAH1B2 inh,PAFAH2 FP inh,PREPL inhibitor
O=C(CCS(=O)(=O)c1ccccc1)NNC(=O)CSc1ccccc1F,x,8.0,x,x,x,-0.6,8.5,6.4,13.6
O=C(Nc1ccc(-n2nncc2-c2ccco2)cc1)c1cccc(F)c1,1.6,3.8,-6.1,2.5,5.7,1.0,0.1,-1.6,-0.3
COc1ccc(NC(=S)N2CCNC(=O)C2CC(=O)Nc2ccc(C)cc2)cc1 (stereo not given),1.0,1.3,-2.5,6.6,16.6,0.3,0.9,1.6,3.2
Cc1cc(-c2ccccc2)nc(Oc2cccc(C(F)(F)F)c2)c1S(C)(=O)=O,-1.8,-7.2,-3.6,-1.7,2.9,6.1,-3.4,-2.3,-5.3
O=C(NCC1CCCO1)/C(=C\c1cccs1)NC(=O)c1ccccc1 (stereo not given),5.5,10.4,1.5,6.4,1.6,-1.1,5.8,1.4,1.9
COc1ccccc1C(c1nnnn1CC1CCCO1)N1CCN(c2ccccc2)CC1 (stereo not given),-2.3,15.1,-0.3,-10.3,3.5,1.8,-0.7,-2.7,-1.3
O=C(CCc1nnc2ccc(NCc3ccco3)nn12)N1CCN(c2ccc(F)cc2)CC1,-4.0,3.4,2.8,-13.6,-14.7,1.2,1.9,-2.1,3.7
CN(C(=O)Nc1ccc(Cl)cc1)n1cnc2ccccc2c1=O,3.9,x,-1.3,-3.9,-0.2,6.2,x,x,-1.7
O=C(OCc1cccc([N+](=O)[O-])c1)c1cccnc1Cl,-8.1,0.8,-2.7,-13.1,13.9,-2.3,1.2,-2.5,8.4
N#Cc1c(-c2ccccc2)oc(=O)c2ccccc12,0.4,9.8,-4.3,-2.9,9.8,0.3,2.2,2.5,1.7
NNC(=O)c1csc(CS(=O)(=O)c2ccc(Cl)cc2)n1,-3.1,x,-2.5,-3.9,0.0,2.9,x,x,-6.6
Cc1ccc(S(=O)(=O)NCCCCCC(=O)Nc2ccccn2)cc1,1.3,1.5,-1.7,0.9,7.5,0.7,2.6,5.7,5.9
O=C(Nc1nc(-c2ccccc2)ns1)c1ccncc1,0.9,3.3,1.8,6.2,5.8,2.4,7.9,-0.5,-1.2
CCCCN(C)CCNS(=O)(=O)c1ccc2c(c1)n(C)c(=O)c(=O)n2C,4.5,9.8,0.5,0.1,10.8,5.6,-5.3,-3.0,1.0
O=C(Cn1cnc2c(nnn2-c2ccccc2)c1=O)NCc1ccc(F)cc1,9.1,2.6,1.5,-5.4,-14.9,-3.2,4.5,-1.5,-12.1
CC(C)(C)OC(=O)C[C@@H]1C/C=C\C[C@@H](CC(=O)NCCO)C(=O)N[C@H](C(C)(C)C)COC1=O,x,7.2,x,x,x,0.8,-1.5,-3.6,15.2
